FLuc inh: Photinus pyralis luciferase inhibition; purified P. pyralis luciferase, luminescence, biochemical; Potency, µM (top dose mostly 115 µM), for inactives: top-dose activity change, negative = inhibition, most hits filed as inhibitors; 76,000 compounds, 2.5% hits; AID 1347043; also: potency is read from the fitted curve at half-maximal effect; nearly all actives have a fitted effect of over 65% in size
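Inhibitors were tested against purified firefly luciferase in a biochemical, low-substrate format (both substrates at 10uM) and luminescence measured with a CCD imager.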
SNCA viab count: counter-screen for SNCA expression inhibitors: cell viability; HEK-293-SNCA-luc viability, GF-AFC fluorescence, 24 h; Potency, µM (top dose mostly 57.1 µM), inactives show at the highest dose activity change, negative = cytotoxicity, most hits filed as cytotoxic; 150,000 compounds, 0.12% hits; AID 1671193;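 also: potency is read from the fitted curve at half-maximal effect; 0% = DMSO-treated cells and -100% = medium-only wells without cells; nearly all actives have a fitted effect of over 30% in size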
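HEK-293-SNCA-luc cells (1500/well) plated 24 h, then exposed 24 h to a dilution series; GF-AFC added 30 min at 37C, fluorescence 405/540 nm; normalised to medium-only and DMSO wells, Hill fit.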
SNCA expr inhib: reduces expression of the alpha-synuclein gene | HEK-293 SNCA-luciferase knock-in, luminescence, 24 h | 140,000 compounds, 0.17% hits | Potency, µM (highest dose often 57.2 µM), inactives show at the top dose activity change, negative = inhibition, actives largely listed as inhibitors;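 also: potency is read from the fitted curve at half-maximal effect; plate controls were DMSO cells for no effect and cell-free wells for full effect; nearly all actives have a fitted effect of over 45% in size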
HEK293 tox: kills HEK 293 cells. HEK 293 viability, ATP luminescence (CellTiter-Glo), 48-72 h. Potency, µM (highest dose often 115 µM), for the others: at the highest dose activity change, negative = cytotoxicity, usual class: inhibitors. 94,000 compounds, 6.6% hits; also: potency is read from the fitted curve at half-maximal effect; nearly all actives have a fitted effect of over 60% in size
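Read-out: CellTiter-Glo ATP luminescence. Cells: HEK 293, 250 cells/well. Exposure: 48 or 72 hr, 37 degree Celsius.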
IP6K1 inh: inhibitors of human IP6K1 | Q92551 | IP6K1 kinase, ADP-Glo luminescence, 2 h; stronger effect = lower value | activity change, % (series mostly up to about 58 µM) | 140,000 compounds, 0.81% hits; in the data active = activity change below about -25%
Target sequence (Q92551 whole entry, looked up): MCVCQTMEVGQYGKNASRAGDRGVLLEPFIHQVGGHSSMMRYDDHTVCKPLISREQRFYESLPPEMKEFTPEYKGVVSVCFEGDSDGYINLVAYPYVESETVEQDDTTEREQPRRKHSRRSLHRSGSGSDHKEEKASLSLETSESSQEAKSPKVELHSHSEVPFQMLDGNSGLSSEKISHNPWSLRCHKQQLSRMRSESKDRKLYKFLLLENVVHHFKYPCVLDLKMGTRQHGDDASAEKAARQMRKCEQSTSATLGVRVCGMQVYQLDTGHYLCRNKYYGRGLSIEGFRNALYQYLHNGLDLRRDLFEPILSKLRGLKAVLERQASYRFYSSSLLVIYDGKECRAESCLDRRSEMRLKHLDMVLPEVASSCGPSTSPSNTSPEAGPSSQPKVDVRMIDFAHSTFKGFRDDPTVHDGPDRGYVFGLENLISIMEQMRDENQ
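ADP-Glo luminescence measures ADP made by human IP6K1 during a 2 h RT reaction with ATP/IP6 (mix at 1.3 mM/130 uM); top library doses 57.5 and 19.1 uM final.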
3T3 cytotox: kills NIH 3T3 cells | 94,000 compounds, 4.3% hits | Potency, µM (top dose mostly 96.7 µM), inactives show top-dose activity change, negative = cytotoxicity, actives largely listed as inhibitors | NIH 3T3 viability, CellTiter-Glo ATP luminescence, 48-72 h; also: potency is read from the fitted curve at half-maximal effect; nearly all actives have a fitted effect of over 55% in size
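Cells were seeded at 400 per well, treated with pin-transferred compound, and kept 48 or 72 hr at 37 °C before CellTiter-Glo addition and luminescence imaging of cellular ATP.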
GPT2 inhibitor: blocks human glutamate pyruvate transaminase 2. Recombinant GPT2, coupled pyruvate oxidase/HRP Amplex Red fluorescence. Potency, µM (doses to about 57.7 µM), for the others: top-dose activity change, negative = inhibition, actives largely listed as inhibitors. 100,000 compounds, 0.25% hits; also: potency is read from the fitted curve at half-maximal effect; nearly all actives have a fitted effect of over 60% in size; many of its hits are not listed in these tables
Target sequence (Q8TD30 whole entry, looked up): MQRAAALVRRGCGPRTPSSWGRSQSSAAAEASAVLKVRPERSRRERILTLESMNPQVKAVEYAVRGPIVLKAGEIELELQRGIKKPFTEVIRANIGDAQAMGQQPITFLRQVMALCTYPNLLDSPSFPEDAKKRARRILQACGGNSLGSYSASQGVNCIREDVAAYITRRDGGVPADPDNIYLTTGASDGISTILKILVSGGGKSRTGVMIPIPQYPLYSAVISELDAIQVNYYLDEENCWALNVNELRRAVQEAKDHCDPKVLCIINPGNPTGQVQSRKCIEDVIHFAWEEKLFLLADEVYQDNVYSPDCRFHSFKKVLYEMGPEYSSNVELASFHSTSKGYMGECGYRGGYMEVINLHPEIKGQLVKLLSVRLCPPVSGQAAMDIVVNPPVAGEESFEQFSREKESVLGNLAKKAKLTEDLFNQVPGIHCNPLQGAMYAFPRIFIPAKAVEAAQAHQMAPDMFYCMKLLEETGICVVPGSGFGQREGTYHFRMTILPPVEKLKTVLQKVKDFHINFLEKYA
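Recombinant GPT2 (10ng/uL) with 250uM a-KG and 2mM L-alanine, 30 min at room temperature, in HEPES pH 7.5 buffer. Pyruvate detected by pyruvate oxidase/HRP/Amplex Red fluorescence after 30 min in the dark; AOA (50uM) as positive control.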
Starred values were filed as active, the others as inactive; i = inactive; u = inconclusive; x = no result given; [ ] = dose if it differs, or a comment. Unless noted, calls follow the shape of the dose curve; as a rule, active = well fitted curve in the direction sought with a large enough effect; inconclusive = small, poorly fitted or top-dose-only effect, or another doubt; inactive = no such curve, though single readings can be large; an effect the other way counts as inactive or inconclusive. Unless noted, % is scaled to controls: 0 for no effect and ±100 for the full control effect.

SMILES	FLuc inh	SNCA viab count	SNCA expr inhib	HEK293 tox	IP6K1 inh	3T3 cytotox	GPT2 inhibitor
COc1cccc(Nc2ncc(-c3cccnc3)c3c2OCC3)c1	14µM*	-4%[87.6 µM]	172%[activator][87.6 µM]	100µM*	-12	u	i
Cc1cnc(C(=O)N[C@@H]2CCC[C@@H]2C(=O)NCc2cc(F)cc(F)c2)cn1	0%	2%	1%	-2%	31	-6%	i
CC1=C[C@@H](CN2CCN(C)CC2)[C@H](C(C)C)C[C@H]1Cc1nnc(-c2ccc(C)cc2)o1	11%[172 µM]	u	-18%[87.6 µM]	28µM*	-1	22µM*	-26%[88.5 µM]
CC1=C[C@@H](CNC(=O)c2ccco2)[C@H](C(C)C)C[C@H]1CC(=O)N(C)Cc1ccccc1	9%[172 µM]	u	-32%[87.6 µM]	u	0	100µM*	i
CC1Oc2ccc(NC(=O)c3cccs3)cc2CN(CCOc2ccccc2)C1=O (configuration not stated)	-14%	-7%	-20%	40µM*	9	u	i
O=C(CC1CCCCC1)N1CC2CC(C1)[C@H]1CCCC(=O)N1C2 (some centres not stated)	0%	-3%	-18%	-3%	15	i	i
COc1ccccc1CNc1nc2ccc(Cl)cc2n2cnnc12	x	0%	-6%	x	28	x	x
CC(=O)N1CCC2(CC1)CN(C(=O)Cc1c(C)noc1C)Cc1ccccc1O2	x	-13%	2%	1%	21	-11%	-14%
Cc1cccc(NC(=O)COc2ccc3oc4c(c3c2)CCCC4)c1	x	3%	4%	x	-9	x	x
CCc1ccc(S(=O)(=O)c2nnn3c2nc(NCCOC)c2ccccc23)cc1	x	-4%	7%	u	2	u	i
Cn1cccc1-c1cc(C(=O)N2CCOCC2CC(=O)Nc2ccccc2)[nH]n1 (configuration not stated)	0%	-3%	10%	0%	-6	i	i
COc1ccc(N(C(=O)c2ccc(Cl)cc2)S(=O)(=O)c2ccc(C)cc2)cc1	x	-16%	u	x	13	x	x
O=C(NC[C@H]1OC[C@@H](NCc2cnc[nH]2)[C@@H]1O)c1cccs1	7%[172 µM]	7%[87.6 µM]	19%[87.6 µM]	-1%[172 µM]	14	-3%[174 µM]	0%[88.5 µM]
COc1cccc(CC(=O)N2CCC(N3C(=O)C(OCC4CC4)C34CCCCC4)CC2)c1 (configuration not stated)	-3%	5%	-12%	u	-3	u	i
Cc1cc(C)c(Cn2c(=O)n(CCC(=O)NCc3ccc4c(c3)OCO4)c(=O)c3ccccc32)c(C)c1	x	1%	16%	x	-1	x	x
CCCNC(=O)N1CCC(N2CC(OCC3CC3)C23CCCCC3)CC1 (configuration not stated)	-1%	-2%	12%	1%	12	-20%	1%
O=C(CSc1c2c(nc3ccc(Cl)cc13)CCCC2)N1CCCCC1	x	u	u	x	15	x	x
Cc1c(NC(=O)c2cc(C(N)=O)nc3cc(F)ccc23)c(C(F)(F)F)nn1Cc1ccc(C#N)cc1	x	-15%[23.9 µM]	x	x	-13	x	-10%[17.1 µM]
COc1ccc(NC(=O)c2cc3cc(C)ccc3n2C)cc1	x	5%	43%[activator]	x	13	x	x
Cc1ccc(CNC(=O)c2ccc3c(c2)NC(=O)C(CS(=O)(=O)Cc2cccc(C)c2)N3)cc1 (configuration not stated)	x	13%	-2%	x	16	x	x
O=[S+]1([O-])NCC2(CCN(Cc3ccc(F)cc3)CC2)Nc2ccccc21	-5%	1%	7%	u	12	u	-9%
Cc1cc(C(C)(C)C)c(O)c(C(C)(C)C)c1	x	5%[23.9 µM]	-10%[25.6 µM]	x	12	x	5%
CC(C)c1ccc(CC(=O)N2CCCc3ncc(C(=O)NCC(C)(C)CO)cc32)cc1	-1%[172 µM]	1%[87.6 µM]	26%[87.6 µM]	u	15	-2%[138 µM]	-1%[88.5 µM]
Cn1cc(C(=O)N2C[C@@H](COCC3CC3)[C@H](c3ccccn3)C2)cn1	2%	-3%	-3%	i	9	-19%	i
Cc1ccc2c(ccn2CCNC(=O)Cn2nc3c(cc2=O)CCCCC3)c1	7%	-7%	-14%	i	3	-7%	2%

Further compounds follow:
SMILES	FLuc inh	SNCA viab count	SNCA expr inhib	HEK293 tox	IP6K1 inh	3T3 cytotox	GPT2 inhibitor
O=C(Cc1ccccn1)N1CCC2(CC1)CC(c1cccc(C(F)(F)F)c1)=NO2	x	x	x	u	26	-30%	x
COc1cccc(CC(=O)N[C@@H]2C[C@H](COc3cccc(C)n3)[C@@H](O)[C@H]2O)c1	1%[172 µM]	5%[87.6 µM]	-8%[87.6 µM]	-6%[172 µM]	-4	-2%[174 µM]	u
Cc1ccc([C@H]2C[C@@H](O)[C@@H](O)[C@@H]2NS(C)(=O)=O)cc1	0%[230 µM]	8%[87.6 µM]	u	i	12	i	-14%[88.5 µM]
COCCn1ccc2c(OCC(=O)NCc3ccc(F)cc3)cccc2c1=O	x	-3%	-24%	x	14	x	x
O=C(NCCc1ccccc1F)c1ccc2nc(-c3cccnc3Cl)oc2c1	x	5%	31%[activator]	40µM*	-1	-26%	2%
CC(C(=O)N1CCC(c2n[nH]c(=O)n2-c2ccccc2)CC1)c1ccccc1 (configuration not stated)	8%	4%	-9%	0%	-1	i	i
CO[C@H]1C(=O)N(C2CCN(C(=O)c3nccc4ccccc34)CC2)[C@H]1c1ccncc1	x	2%	30%	u	15	u	i
Cc1ccc(OCc2nnc(SCC(=O)Nc3ccccc3C(C)C)o2)cc1	x	12%	2%	x	-9	x	x
O=C(c1cnccn1)N1CCC(c2noc(C3CC3)n2)C1 (configuration not stated)	-2%	-10%	u	-4%	3	i	i
Cc1ccc(C)c(NC(=O)c2ccc3c(c2)CCN3S(=O)(=O)c2ccccc2)c1	x	5%	18%	x	-5	x	x
CC(C)N1C[C@H](O)C[C@H]1c1nnc2n1CCN(C(=O)c1nccc3ccccc13)CC2	-11%	9%	-3%	-13%	-3	-19%	i
COc1cc(/C=C/C(=O)OC2CC(OC(C)=O)C(OC(C)=O)C3C2CCC2C(=O)OC(c4ccoc4)CC23C)ccc1O[C@@H]1O[C@H](CO)[C@@H](O)[C@H](O)[C@H]1O (some centres not stated)	x	-21%[23.9 µM]	x	x	121	x	i
O=C(O)c1cc(-c2ccccc2CO)cc(S(=O)(=O)N2CCCCCC2)c1	-4%	-2%	2%	1%	-30*	3%	4%[11.5 µM]
Cc1ccc(CNC(=O)CN2N=C(c3ccccc3)CCC2=O)cc1	x	19%	21%	x	2	x	x
CCCC(=O)NCC(c1ccc2c(c1)OCO2)N1CCN(c2ccc(F)cc2)CC1 (configuration not stated)	x	-9%	1%	x	4	x	x
CN(Cc1ccccc1)C(=O)C[C@@H]1CCNC[C@@H]1Cc1cc(-c2ccc(F)cc2)on1	8%[172 µM]	-9%[87.6 µM]	-20%[87.6 µM]	35µM*	1	32µM*	i
COc1cccc(CN2CCCC(c3ccc(C(=O)O)cc3)C2)c1OC (configuration not stated)	-1%	-9%	-28%	-1%	3	3%	-2%[11.5 µM]
CN(C)[C@@H]1CN(C(=O)C2CCCCC2)CC[C@@H]1CO	-6%	9%[12.5 µM]	27%	i	10	-18%	i
CN1C(=O)[C@H]2CN(Cc3ccc(C#N)cc3)C[C@H]2C1=O	1%	28%	17%	8%	-5	i	i
CN(CC1CCOC1)C(=O)NCCc1ccccc1 (configuration not stated)	-21%	-1%	115%[activator]	2%	26	i	-27%
C[C@@H]1O[C@@H](O[C@H]2[C@H](OC(C#N)c3ccc(O)cc3)O[C@H](CO)[C@@H](O)[C@@H]2O)[C@H](O)[C@H](O)[C@H]1O (some centres not stated)	x	1%[23.9 µM]	x	x	18	x	-3%[27.3 µM]
CN(C)CCNC(=O)CN1C(=O)COc2ccc(S(=O)(=O)N3CCCC3)cc21	x	7%	-3%	x	-16	x	x
O=C1COc2ccc(Nc3cccnc3)nc2CN1Cc1ccc(C(F)(F)F)cc1	-18%[172 µM]	-13%[87.6 µM]	u	89µM*	-2	u	-2%[88.5 µM]
COCC(=O)N[C@H]1C[C@@H](CO)N(Cc2ccc(C#N)cc2)C1	-9%	4%	u	11%	0	0%	3%
O=C(NCCc1noc(C2CCCC2)n1)c1cc(F)c(F)cc1Cl	7%	-2%	-19%	-21%	-5	-31%	-71%

7 entries from above, as a markdown table.
| SMILES | FLuc inh | SNCA viab count | SNCA expr inhib | HEK293 tox | IP6K1 inh | 3T3 cytotox | GPT2 inhibitor |
| --- | --- | --- | --- | --- | --- | --- | --- |
| CN(C)CCNC(=O)CN1C(=O)COc2ccc(S(=O)(=O)N3CCCC3)cc21 | x | 7% | -3% | x | -16 | x | x |
| CCCNC(=O)N1CCC(N2CC(OCC3CC3)C23CCCCC3)CC1 (configuration not stated) | -1% | -2% | 12% | 1% | 12 | -20% | 1% |
| CCCC(=O)NCC(c1ccc2c(c1)OCO2)N1CCN(c2ccc(F)cc2)CC1 (configuration not stated) | x | -9% | 1% | x | 4 | x | x |
| Cc1ccc(CNC(=O)CN2N=C(c3ccccc3)CCC2=O)cc1 | x | 19% | 21% | x | 2 | x | x |
| Cc1cc(C(C)(C)C)c(O)c(C(C)(C)C)c1 | x | 5%[23.9 µM] | -10%[25.6 µM] | x | 12 | x | 5% |
| COCC(=O)N[C@H]1C[C@@H](CO)N(Cc2ccc(C#N)cc2)C1 | -9% | 4% | u | 11% | 0 | 0% | 3% |
| COc1cccc(Nc2ncc(-c3cccnc3)c3c2OCC3)c1 | 14µM* | -4%[87.6 µM] | 172%[activator][87.6 µM] | 100µM* | -12 | u | i |

(continued)
SMILES	FLuc inh	SNCA viab count	SNCA expr inhib	HEK293 tox	IP6K1 inh	3T3 cytotox	GPT2 inhibitor
O=C1CN(C(=O)c2cccc(C(F)(F)F)c2)CC(O)CN1Cc1ccc(Cl)cc1 (configuration not stated)	x	x	x	u	-6	-23%	x
c1ccc2[nH]c(-c3cscn3)nc2c1	x	3%	129%[activator]	x	-7	x	1%
CN1CCN(c2ncccc2CNC(=O)[C@H]2[C@@H]3C=C[C@@]4(CN(C)C(=O)[C@@H]24)O3)CC1	-9%	3%	-20%	-12%	-10	-21%	i
Cc1cc(C)c(NC(=O)C(=O)NCCc2csc(-c3ccc(F)cc3)n2)c(C)c1	x	1%	-13%	x	12	x	x
O=C(c1ccc(=O)[nH]c1)N1CCC2(CCCN(Cc3ccccc3F)C2=O)C1 (configuration not stated)	0%	4%	2%	1%	2	-17%	i
C=CCNC(=O)[C@@H]1[C@H](c2cc(OC)c(OC)c(OC)c2)c2cc3c(cc2[C@H](O)[C@H]1CO)OCO3	0%	-2%	-8%	u	-6	u	3%
Clc1cccc(CNc2cc(-c3ccccc3)nc3nncn23)c1	x	-19%	10%	x	-16	x	x
Cc1ccc(-c2cn3c(n2)CO[C@@H](CNC(=O)CCC(=O)O)C3)cc1	u	-5%[87.6 µM]	14%[87.6 µM]	i	25	i	-1%[88.5 µM]
COCCn1nc2n(c1=O)CCN(Cc1ccc3[nH]ccc3c1)CC2	2%	-14%	-12%	-5%	-5	-4%	2%
COc1ccc(OC)c(CNC(=O)C2CCN(S(=O)(=O)c3ccc4[nH]c(=O)oc4c3)CC2)c1	x	0%	8%	x	15	x	x
Cc1ccc(C(=O)N2CCCCCCNC(=O)[C@@H]3CCC[C@@H]32)s1	-1%	-1%	-2%	i	3	i	i

Screening data (PubChem BioAssay)

Not all compounds are listed; the hit share may differ from the screen's.
